# Pin1 inh: qHTS Assay to Find Inhibitors of Pin1; Peptidyl-prolyl cis-trans isomerase NIMA-interacting 1 (Homo sapiens), Q13526; Pin1 FP peptide displacement, HiFluor488, 10 min; Potency, µM (series often up to 115 µM), for the others: top-dose activity, negative = inhibition, hits mostly inhibitors; 0.009% of 390,000 active; active means well fitted inhibition curve with a large enough effect in the polarisation, with a control signal flat, not every such curve was filed as active; inconclusive means small, poorly fitted or top-dose-only effect, or effect the other way, or a change in a side signal; inactive means no such curve, though single readings can be large or run the other way; the % refers to the polarisation; further: on the % scale 0 is the no-effect control and ±100 the full control effect
# Target sequence (Q13526 whole entry, looked up): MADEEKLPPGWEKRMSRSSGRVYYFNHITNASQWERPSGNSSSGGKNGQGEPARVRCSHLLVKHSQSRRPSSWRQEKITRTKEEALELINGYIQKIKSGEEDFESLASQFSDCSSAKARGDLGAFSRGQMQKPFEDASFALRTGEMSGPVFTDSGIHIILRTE
# HP1b binding inh: HTS for Inhibitors of HP1-beta Chromodomain Interactions with Methylated Histone Tails; AlphaScreen HP1-beta / biotin-H3K9me3 peptide binding; Potency, µM (titrated, usually from 114 µM), for inactives: at the highest dose activity change, negative = inhibition, hits mostly inhibitors; 0.56% of 390,000 active; AID 540317, 2011; further: nearly all actives have a fitted effect of over 70% in size; inactives centre near 23
# Target sequence (P83916 whole entry, looked up): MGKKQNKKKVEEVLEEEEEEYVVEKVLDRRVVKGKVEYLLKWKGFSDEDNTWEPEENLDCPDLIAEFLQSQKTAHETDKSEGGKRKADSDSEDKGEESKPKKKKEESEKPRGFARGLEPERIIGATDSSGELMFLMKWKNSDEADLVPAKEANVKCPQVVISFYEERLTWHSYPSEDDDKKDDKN
#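 HP1-beta protein (50 nM final) preincubated 30 min at room temperature with biotinylated H3(1-18)K9me3 peptide (50 nM) in PBS pH 7.4, 0.01% Tween-20, then compound added for 30 min. AlphaScreen streptavidin donor/nickel chelate acceptor beads (10 ug/mL final), 30 min dark, luminescence read.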
# PGK inhibitor: qHTS Assay to Find Inhibitors of Phosphoglycerate Kinase. Phosphoglycerate kinase, glycosomal (Trypanosoma brucei brucei), P07378. PGK/GAPDH coupled, Kinase-Glo luminescence, 60 min. Potency, µM (highest dose often 57.5 µM), for inactives: at the top dose activity change, negative = inhibition, most hits filed as inhibitors. 0.043% of 380,000 active. AID 602233, 2012; further: on the % scale 0 is the no-effect control and ±100 the full control effect; nearly all actives have a fitted effect of over 60% in size
#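 Recombinant glycosomal PGK reaction used 1,3-bisphosphoglycerate generated in-well by GAPDH (100nM final) in 100mM TEA pH 7.6, 5mM MgCl2, 0.01% Tween-20. After 60 minutes at room temperature, ATP was read by Kinase-Glo Plus luminescence end-point.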
# GLS inhibitor: qHTS for Inhibitors of Glutaminase (GLS) | GLS enzymatic activity, qHTS titration | Potency, µM (top dose mostly 45.5 µM), without a hit: top-dose activity change, negative = inhibition, actives largely listed as inhibitors | 0.21% of 410,000 active; further: on the % scale 0 is the no-effect control and ±100 the full control effect
#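 Glutamate formation by hKGA was monitored fluorometrically using coupled glutamate oxidase, HRP and Amplex Red. Substrate was added as 1 mM L-glutamine solution; incubation was 30 min at RT after an initial read.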
# JMJD2A Tudor inh: qHTS Assay for Inhibitors of JMJD2A-Tudor Domain. AID 504339, 2011. Potency, µM (highest dose often 114 µM), for inactives: at the top dose activity change, negative = inhibition, usual class: inhibitors. Lysine-specific demethylase 4A (Homo sapiens), O75164. AlphaScreen JMJD2A-Tudor / H3K4me3 peptide binding. 4.4% of 390,000 active; further: on the % scale 0 is the no-effect control and ±100 the full control effect; nearly all actives have a fitted effect of over 50% in size
# rTrxR1 inhibitor: qHTS Assay for Inhibitors of Mammalian Selenoprotein Thioredoxin Reductase 1 (TrxR1): qHTS; 1% of 390,000 active; Potency, µM (top dose mostly 114 µM), for the others: at the highest dose activity change, negative = inhibition, usual class: inhibitors; recombinant rTrxR1, NADPH fluorescence consumption, selenite substrate; AID 588453, 2011; Thioredoxin reductase 1, cytoplasmic (Rattus norvegicus), O89049; further: on the % scale 0 is the no-effect control and ±100 the full control effect; nearly all actives have a fitted effect of over 65% in size
#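 Rat TrxR1 (90 nM in the dispensed reagent) was pre-reduced with 400 uM NADPH for 5 min at room temperature, then incubated with compound for 15 min. After 400 uM selenite was added, NADPH fluorescence (Ex 340/Em 450 nm) was followed for 8 min.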
# 12-LOX inh: Primary qHTS assay for inhibitors of human arachidonate 12S-lipoxygenase (ALOX12): Round 2. Polyunsaturated fatty acid lipoxygenase ALOX12 (Homo sapiens), P18054. purified 12hLO, xylenol orange hydroperoxide absorbance. Potency, µM (highest dose often 108 µM), for the others: at the highest dose activity change, negative = inhibition, hits mostly inhibitors. 1.1% of 580,000 active; further: on the % scale 0 is the no-effect control and ±100 the full control effect
#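 Purified human 12hLO (150 nM final) in 25 mM Hepes, 0.01% Triton X-100, pH 7.0 was preincubated 15 min at room temperature with compound. Then 40 uM arachidonic acid was added, 30 min. Hydroperoxide was read by Fe-XO absorbance ratio 573/405 nm.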
# ERG Ets-DNA blk: qHTS for Small Molecule Inhibitors of the ERG Ets/DNA interaction; Transcriptional regulator ERG (Homo sapiens), P11308; fluorescence polarization, His-ERG Ets domain / labelled DNA; Potency, µM (highest dose often 76.9 µM), for inactives: at the top dose FP activity, negative = inhibition, hits mostly inhibitors; 0.028% of 370,000 active; AID 624246, 2012; active means well fitted inhibition curve with a large enough effect in the polarisation, with a control signal flat; inconclusive means small, poorly fitted or top-dose-only effect, or effect the other way, or a change in a side signal; inactive means no such curve, though single readings can be large or run the other way; the % refers to the polarisation;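 further: polarization taken with two DNA probes labelled with fluorescein and Texas red; % of control where 0% means no effect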
# Target sequence (P11308 whole entry, looked up, the tested form may be a part): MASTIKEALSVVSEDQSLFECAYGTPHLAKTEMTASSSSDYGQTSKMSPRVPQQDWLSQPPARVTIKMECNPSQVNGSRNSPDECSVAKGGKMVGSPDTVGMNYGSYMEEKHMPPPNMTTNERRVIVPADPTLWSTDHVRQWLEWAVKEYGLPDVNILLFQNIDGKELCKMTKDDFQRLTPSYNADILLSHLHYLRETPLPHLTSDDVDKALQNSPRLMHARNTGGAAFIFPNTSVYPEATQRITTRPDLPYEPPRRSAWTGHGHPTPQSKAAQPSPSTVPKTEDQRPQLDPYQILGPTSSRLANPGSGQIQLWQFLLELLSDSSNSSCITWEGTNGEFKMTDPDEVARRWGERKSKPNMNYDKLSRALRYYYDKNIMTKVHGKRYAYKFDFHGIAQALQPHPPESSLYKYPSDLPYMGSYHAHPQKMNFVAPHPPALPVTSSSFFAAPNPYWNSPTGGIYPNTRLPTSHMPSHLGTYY
#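 His-tagged ERG Ets domain (1 uM in the protein solution; 300mM KCl, 50mM Tris-HCl, 1mM EDTA, 1mM DTT, pH 7.5) received compound, then a probe mix of 5 nM fluorescein-DNA and 100nM Texas-615-DNA. Fluorescence polarization was read for both dyes.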
# RGS4 inhibitor: Inhibitors of Regulator of G Protein Signaling (RGS) 4: qHTS; Regulator of G-protein signaling 4 (Homo sapiens), P49798; Transcreener GDP fluorescence polarization, RGS4-accelerated GTP hydrolysis; Potency, µM (doses to about 114 µM), inactives show at the top dose activity change, negative = inhibition, actives largely listed as inhibitors; 0.039% of 390,000 active; AID 504845, 2011; further: on the % scale 0 is the no-effect control and ±100 the full control effect; nearly all actives have a fitted effect of over 75% in size; some results filed as inactive show a strong effect at the top dose
# Target sequence (P49798 whole entry, looked up): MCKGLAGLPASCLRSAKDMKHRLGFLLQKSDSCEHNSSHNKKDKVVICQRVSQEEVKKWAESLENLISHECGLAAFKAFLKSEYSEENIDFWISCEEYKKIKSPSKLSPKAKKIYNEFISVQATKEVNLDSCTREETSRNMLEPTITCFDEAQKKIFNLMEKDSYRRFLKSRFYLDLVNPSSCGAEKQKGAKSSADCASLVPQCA
#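 MLSMR compounds (23 nl, pin-transferred) preincubated 10 min at room temperature with a 500nM (2x) first reagent, then RGS4 at 900nM (2x) plus Transcreener GDP mix added; fluorescence polarization (620/688 nm) read before and after 90 min at 30 °C.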
# Numbers without * were called inactive; i = inactive; ? = inconclusive; . = no result given; & = joins results of further samples; ! = not active in a repeat; [ ] = another dose, or the depositor's remark. Unless noted, the call rests on the fitted dose curve; in most records, active means well fitted curve in the direction sought with a large enough effect; inconclusive means small, poorly fitted or top-dose-only effect, or another doubt; inactive means no such curve, though single readings can be large; an effect the other way counts as inactive or inconclusive. Potency means the concentration at half of the fitted maximal effect. Not all compounds are listed; rates above refer to the full screens.
SMILES	Pin1 inh	HP1b binding inh	PGK inhibitor	GLS inhibitor	JMJD2A Tudor inh	rTrxR1 inhibitor	12-LOX inh	ERG Ets-DNA blk	RGS4 inhibitor
CCN(CC)S(=O)(=O)c1ccc(C2CNC(=O)C2)cc1 (stereo unspecified)	-6%	43%[activator]	-13%	-2%	-9%	11%[57.1 µM]	1%	-15%	-11%
O=C1N(c2cccc3ccccc23)C(c2ccccc2)N2CCCN12 (stereo unspecified)	-12%	33%	-6%	25%	-9%	12%	-5%	7%	-5%
CC(/C=C/c1ccc2c(c1)OCO2)=N\NC(=O)C(O)c1ccccc1 (stereo unspecified)	-2%	12%	-11%	1%	-4%	-7%[57.1 µM]	250%[activator]	14%	8%
N#Cc1ccc(N2CCN(C(=O)c3cccc(F)c3)CC2)c(F)c1	1%	35%[activator]	-3%	-5%	3%	5%[57.1 µM]	-4%	-4%	-20%
COc1cc(/C=C\C(=O)OCn2nnc3ccccc3c2=O)cc(OC)c1OC	?	9%	4%	3%	-18%	-12%[57.1 µM]	8%	12%	6%
O=C1c2cccc(Cl)c2C(=O)c2c1cccc2N1CCCC1	1%	22µM*	-18%	-8%	?	-6%	0%	13%	3%[11.4 µM]
COc1ccccc1CNC(=O)c1ccc(-c2ccccc2C(F)(F)F)o1	28%	54%[activator]	i	-7%	19%	?	-13%	2%	-42%
CNC(=O)CSc1nnc(-c2cc(C)cc(C)c2)o1	3%	15%	i	0%	-14%	0%[57.1 µM]	7%[57.4 µM]	4%	-15%
C=CCNc1nc(C)c(C(C)=O)cc1C#N	3%	47%[activator]	-9%	-2%	1%	-12%	3%	-2%	-5%
Cc1ccccc1Cn1c(=O)n(CC2CCC(C(=O)NCCc3ccccc3)CC2)c(=O)c2ccccc21 (stereo unspecified)	-1%	22%	-3%	9%	-4%	-4%	-2%	7%	6%
Cn1c(SCc2ccc(F)cc2)nc2ccc(C(=O)NCc3cccc(Cl)c3)cc21	84%[activator]	22%	-2%	-19%	-8%	24%	?	-4%	25%
COc1cc(C2c3c(-c4cc(C)cc(C)c4O)n[nH]c3C(=O)N2CCCO)cc(OC)c1OC (stereo unspecified)	4%	37%[activator]	-4%	-2%	-26%	3%	-13%	1%	-16%
CC(C)CCNC(=O)CCCCn1c(=O)[nH]c2ccsc2c1=O	-6%	29%	-7%	-6%	-2%	18%	-26%	-4%	-20%
O=C(CCCc1ccccc1)NCc1ccc(Cl)cc1	-3%	49%[activator]	11%	16%	0%	9%	0%	-12%	-10%
COc1ccc(CC(=O)N2CCc3ccccc3C2)cc1	0%	61%[activator]	4%	3%	-5%	-8%	.	2%	18%
CCCn1c(CNC(=O)c2ccc(F)cc2)nc2ccccc21	-1%	29%	-7%	8%	-1%	13%	-20%	-20%	27%
O=C1C(Cl)=C(NCCc2ccccc2)C(=O)c2ccccc21	-2%	?	-4%	?	0.79µM*	?	4µM*	2%	?
COc1ccc(C(C(=O)NC2CCCCC2)N(Cc2cccs2)C(=O)Cc2c[nH]c3ccccc23)cc1 (stereo unspecified)	11%	4%	-5%	2%	-31%	11%	-8%	-3%	-23%
Cc1onc(-c2ccccc2)c1C(=O)Nc1ccccc1NC(=O)c1c(-c2ccccc2)noc1C	-1%	15%	9%	5%	-2%	9%	2%	4%	13%
O=C(O)C[C@H]1c2cc(F)ccc2S(=O)(=O)N1Cc1ccccc1	2%	68%[activator]	0%	-12%	-14%	2%&2%	7%	-5%	0%
CN(C(=O)CSc1nnc(-c2ccc3c(c2)OCO3)o1)C1CCS(=O)(=O)C1 (stereo unspecified)	-1%	-1%	i	-2%	-14%	31%	6%	-2%	11%
O=C(CCn1c(=O)c2cccn2c2cccnc21)NCc1ccccc1Br	3%	38%	-7%	-11%	7%	6%	0%	5%	-8%
CCOC(=O)CSc1nnc(-c2ccoc2C)n1-c1ccc(C)cc1	2%	20%	1%	0%	-23%	2%	3%	0%	-3%
CCCCN(C(=O)C1CC(=O)N(c2ccc3c(c2)OCCO3)C1)c1c(N)n(CCC)c(=O)[nH]c1=O (stereo unspecified)	4%	34%	-10%	-10%	-14%	13%	304%[activator]	7%	-14%
O=C(NC1CCCCC1)C(c1ccccn1)N(C(=O)c1csnn1)c1ccccc1 (stereo unspecified)	-5%	2%	-8%	4%	-11%	18%	3%	6%	-10%

# (cont.)
SMILES	Pin1 inh	HP1b binding inh	PGK inhibitor	GLS inhibitor	JMJD2A Tudor inh	rTrxR1 inhibitor	12-LOX inh	ERG Ets-DNA blk	RGS4 inhibitor
O=[N+]([O-])c1ccc(CSc2ccccn2)cc1	3%	18%	4%	3%	-7%	-1%[57.1 µM]	0%	2%	-17%
O=C(CN1C2=NCCCN2c2ccccc21)c1ccc(Cl)cc1Cl	1%	29%	2%	17%	-23%	-14%	-9%&-1%	-4%	-9%
Cc1ccccc1CS(=O)(=O)CCC(=O)NCCCN1CCOCC1	2%	25%	-4%	-1%	6%	13%	12%	-5%	10%
CCC(C)C(=O)Nc1cc(Cl)ccc1C(=O)O (stereo unspecified)	-8%	-12%	-1%	7%	-15%	20%	1%	-3%	20%
Cc1ccc(SCCNC(=O)c2ccc([N+](=O)[O-])c(C)c2)cc1	4%	23%	10%	-1%	-18%	17%	-3%	0%	-3%
O=c1c(Cl)c(Cl)cnn1Cc1nnc(-c2ccc(Cl)cc2)o1	?	35%	-5%	-15%	-13%	7.1µM*	-15%	-1%	-47%
CCCN1CCN(c2ncnc3sc(C(=O)Nc4ccc(OC(F)(F)F)cc4)c(C)c23)CC1	13%	32%	i	5%	-26%	-1%[57.1 µM]	?	1%	-26%
O=C(Cn1c(=O)oc2cc(S(=O)(=O)NCc3ccccc3)ccc21)NCc1ccc(Cl)cc1	?	22%	i	3%	-12%	35%[57.1 µM]	?	3%	2%
CCCN(CCC)CCNC(=O)CS(=O)Cc1nc(-c2ccc(C)cc2)oc1C (stereo unspecified)	-1%	25%	2%	13%	-14%	-19%	?	-1%	26%
Cc1cc(Cl)ccc1NC(=S)Nc1cccnc1	-8%	3%	-6%	11%	-41%	28µM*	?	-5%	-18%
O=C(c1cc(-c2ccc(F)cc2)on1)N1CCN(c2ccc(F)cc2)CC1	3%&-1%	?	3%&-7%	2%&-5%	28µM*!	15%[57.1 µM]	21%&-18%	6%&0%	?
Cc1cc(NC(=O)c2noc3c2CCCC3)no1	4%	19%	i	-5%	-3%	18%	15%	-8%	18%
CCNC(=O)c1cc2c(=O)n3cccc(C)c3nc2n(Cc2ccc(C)cc2)c1=N	?	14%	i	-1%	-6%	67%[activator][57.1 µM]	0%	5%	-12%
CCC(Oc1cccc(Cl)c1)C(=O)N1CCCN(C)CC1 (stereo unspecified)	-6%	49%[activator]	-1%	1%	6%	19%	-3%	1%	8%
CCOC(=O)c1c(C)n(C)c2ccc(OCC(O)Cn3c(C)nc4ccccc43)cc12 (stereo unspecified)	-1%	-16%	-3%	0%	?	31%[activator]	23%	5%	-4%
Cn1nc(-c2ccccc2F)c2cc(C(=O)Nc3cc(F)ccc3F)sc21	-3%	39%[activator]	4%	-1%	-8%	0%	0%	-8%	23%
C=Cn1nc(C)c2ccccc2c1=O	0%	29%	-8%	-1%	-1%	-14%	0%	-5%	17%
COc1ccc(S(=O)(=O)N2CCN(c3ncccn3)CC2)cc1[N+](=O)[O-]	-8%	15%	-6%	6%	1%	23%	-3%	4%	9%
COC(=O)C1C(=O)N2CCCSC2=C(C#N)C1c1cccs1 (stereo unspecified)	1%	31%	-8%	-2%	-14%	7%	1%	.	-12%
O=C(O)c1oc2ccccc2c1-n1cccc1	-3%	-4%	-2%	-7%	79µM*	-1%	-13%	-5%	22%
Cc1ccc(S(=O)(=O)Nc2ccc3c(c2)C(=O)N([C@H](C)CO)C[C@@H](C)[C@@H](CN(C)C(=O)Nc2cccc4ccccc24)O3)cc1	23%	57%[activator]	-2%	2%	-27%	10%	?	12%	-16%

# Structures above shown as hits in JMJD2A Tudor inh.
SMILES	Pin1 inh	HP1b binding inh	PGK inhibitor	GLS inhibitor	JMJD2A Tudor inh	rTrxR1 inhibitor	12-LOX inh	ERG Ets-DNA blk	RGS4 inhibitor
O=C1C(Cl)=C(NCCc2ccccc2)C(=O)c2ccccc21	-2%	?	-4%	?	0.79µM*	?	4µM*	2%	?
O=C(c1cc(-c2ccc(F)cc2)on1)N1CCN(c2ccc(F)cc2)CC1	3%&-1%	?	3%&-7%	2%&-5%	28µM*!	15%[57.1 µM]	21%&-18%	6%&0%	?
O=C(O)c1oc2ccccc2c1-n1cccc1	-3%	-4%	-2%	-7%	79µM*	-1%	-13%	-5%	22%

# Compound activity deposited in PubChem BioAssay by National Center for Advancing Translational Sciences (NCATS).
